Bioassay records: PubChem BioAssay, The Scripps Research Institute Molecular Screening Center
PAFAH2 FP inh: PAFAH2 (human) inhibition; AID 492956; 0.99% of 340,000 active; inhibition, % at 3.39 µM; recombinant PAFAH2, FP-rhodamine activity probe, fluorescence polarization;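 active means inhibition above the mean over all tested compounds plus 3 SD, cut at about 30% in these data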;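 further: inhibitors block probe labeling of enzyme so polarization drops; 0% = enzyme with DMSO and 100% = wells lacking PAFAH2 protein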
proCasp3 act: activates human procaspase-3; P42574; recombinant procaspase-3 D3A, Ac-DEVD-pNA absorbance 405 nm; activation, % at 8.5 µM; 0.11% of 330,000 active; AID 463141;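 active means activation above the mean of all tested compounds plus 3 SD, cut at about 21% in these data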;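 further: 0% = DMSO alone and 100% = DMSO wells spiked with extra 5 µM PC-3 D3A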
Target sequence (P42574 whole entry D9A/D28A/D175A): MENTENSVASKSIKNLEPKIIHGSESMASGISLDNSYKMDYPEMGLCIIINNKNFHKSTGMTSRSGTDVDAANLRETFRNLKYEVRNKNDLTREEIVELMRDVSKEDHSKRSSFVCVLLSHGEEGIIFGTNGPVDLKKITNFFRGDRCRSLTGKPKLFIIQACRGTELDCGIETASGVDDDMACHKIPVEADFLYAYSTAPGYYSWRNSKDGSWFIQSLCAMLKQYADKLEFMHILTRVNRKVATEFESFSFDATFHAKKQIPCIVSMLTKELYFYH
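Assay system – Procaspase-3 D3A mutant, all three cleavage aspartates alanine · Controls – DMSO-only low control, 5 µM PC-3 D3A high control · Schedule – 1 h compound preincubation, 2 h substrate hydrolysis at 25 °C · Signal – 405 nm absorbance of p-nitroaniline, reads at 0 and 120 min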
PP5 primary: inhibitors of human protein phosphatase 5 (PP5); AID 1987; 0.18% of 320,000 active; purified PP5c, OMFP substrate fluorescence; inhibition, % at 6.7 µM;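 active means inhibition above the campaign's mean inhibition across all tested compounds plus 3 SD, cut at about 9.5% in these data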;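 further: 0% = DMSO only and 100% = 100 µM cantharidin control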
core dimer inh: HCV core protein dimerization inhibition; TR-FRET GST/Flag-core106 dimerization, 1536-well; inhibition, % at 5 µM; 0.33% of 300,000 active; AID 1899;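 active means inhibition above the mean of all tested compounds plus 3 SD, set per screening campaign, cut at about 45% in these data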
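Material: GST/Flag-tagged HCV core106 proteins. Incubation: 4 h, 22.5 °C incubation. Read-out basis: inhibition (%) from 671 over 617 nm ratio. Measured by: TR-FRET, excitation 340 nm, emission 617 and 671 nm.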
Fh CTSL1 inh: blocks F. hepatica cathepsin L1 in PFM18AAP counter-screen; recombinant F. hepatica cathepsin L1, Z-Leu-Arg-MCA fluorescence; inhibition, % at 5.96 µM; 0.49% of 300,000 active;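 active means inhibition above the mean of all tested compounds plus 3 SD, set per screening campaign, cut at about 17% in these data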;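 further: 0% = plate median of test compound wells and 100% = 1 µM Z-Phe-Ala-diazomethylketone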
proCasp7 act: counter-screen: procaspase-7 (human) activation; recombinant procaspase-7, Ac-DEVD-pNA absorbance 405 nm; D23A/D198A/D206A triple mutant, cannot self-cleave; scale: DMSO 0, 5 µM enzyme 100; activation, % at 8.5 µM; 0.093% of 330,000 active; AID 463210;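 active means percent activation above the screen-wide mean plus 3 SD, cut at about 25% in these data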
Target sequence (P55210 whole entry D23A/D198A/D206A): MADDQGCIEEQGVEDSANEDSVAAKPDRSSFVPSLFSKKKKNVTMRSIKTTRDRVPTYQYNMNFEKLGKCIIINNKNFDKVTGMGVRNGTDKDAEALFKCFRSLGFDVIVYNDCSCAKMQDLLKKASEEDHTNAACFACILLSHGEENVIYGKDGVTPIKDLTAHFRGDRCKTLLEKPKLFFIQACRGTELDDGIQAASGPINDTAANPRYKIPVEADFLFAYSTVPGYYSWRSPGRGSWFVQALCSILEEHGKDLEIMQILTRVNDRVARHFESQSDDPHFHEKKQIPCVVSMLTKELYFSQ
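Material: Procaspase-7 triple mutant (PC-7 D3A) | Quantity: 2 µM procaspase-7 mutant as dispensed | Reagent: DEVD-pNA substrate | Times: 1 h preincubation, 2 h reaction | Technique: 405 nm absorbance of p-nitroaniline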
TPT1 inh: inhibitors of Candida albicans tRNA 2'-phosphotransferase TPT1; recombinant caTPT1, FP RNA substrate dephosphorylation; inhibition, % at 5 µM; 0.81% of 300,000 active; AID 1962;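 active means inhibition above the mean of all tested compounds plus 3 SD, set per screening campaign, cut at about 24% in these data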;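 further: plate controls were DMSO alone for no effect and ferristatin control at 100 nM for full effect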
AHR act: human AHR activation; AID 2796; P35869; 2.5% of 320,000 active; AHR-responsive luciferase reporter cells, luminescence; activation, % at 5 µM; in the data active means activation above about 47%;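 further: 0% = vehicle wells and 100% = reference agonist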
PP1 counter: blocks human PP1-alpha phosphatase, a PP5 counter-screen | inhibition, % at 6.7 µM | purified PP1alpha, OMFP fluorescence | 0.9% of 320,000 active | P62136 | AID 2235;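 active means inhibition above the mean inhibition of all tested compounds plus 3 SD, computed separately for each screening campaign, cut at about 15% in these data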
Target sequence (P62136 whole entry, looked up): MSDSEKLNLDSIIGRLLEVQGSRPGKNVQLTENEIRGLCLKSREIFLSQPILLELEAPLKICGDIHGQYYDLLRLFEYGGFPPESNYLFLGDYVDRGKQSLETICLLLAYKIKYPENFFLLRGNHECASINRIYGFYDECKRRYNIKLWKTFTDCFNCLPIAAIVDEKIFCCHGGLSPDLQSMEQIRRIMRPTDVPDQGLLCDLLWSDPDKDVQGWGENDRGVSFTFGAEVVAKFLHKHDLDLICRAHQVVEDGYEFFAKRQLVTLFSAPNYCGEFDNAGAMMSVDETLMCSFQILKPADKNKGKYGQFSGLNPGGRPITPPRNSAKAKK
* marks the source's active call; other numbers are inactive results; . = no result given.

Results follow in this order: TPT1 inh	PAFAH2 FP inh	proCasp7 act	core dimer inh	PP5 primary	AHR act	Fh CTSL1 inh	proCasp3 act	PP1 counter
[1] COc1cc(/C=N/N2CCN(c3ccccc3OC)CC2)ccc1OC(C)=O
 : 0	1	17	9	-0.7	-3	-1	-2	0
[2] Cc1cc(C)cc(N(C(C)C(=O)N2CCCC2)S(C)(=O)=O)c1 (stereo not drawn)
 : -1	2	3	-1	3.3	3	1	0	-5
[3] O=S(=O)(Nc1nc2ccccc2nc1Cl)c1ccccc1C(F)(F)F
 : -2	-6	-6	11	0.8	1	1	5	2
[4] CN(CC(=O)Nc1ccccc1Cl)C(=O)CN1C(=O)C2CCCCC2C1=O (stereo not drawn)
 : 4	2	-3	-9	-0.1	0	-1	-2	-9
[5] CN(C)c1ccc(N=Nc2cccc(F)c2)cc1
 : 1	11	-5	-20	1.5	7	11	-12	0
[6] CC(=O)OC(COc1ccccc1)Cn1cnc2cc(C)c(C)cc21 (stereo not drawn)
 : -2	-8	12	4	-0.4	5	3	3	-2
[7] Cc1ccc2c(c1)N(C(=O)CCC(=O)NCCCN1CC(C)CC(C)C1)CCO2 (stereo not drawn)
 : -4	2	-8	-11	0.9	-4	7	1	-3
[8] O=C(COc1ccccc1F)NNC(=O)c1ccc(N2CCCCC2)c([N+](=O)[O-])c1
 : 1	-2	4	-2	4.3	2	-31	-9	1
[9] COc1ccc(N/C(=C/[N+](=O)[O-])SC)cc1
 : 3	3	-2	-8	2.5	2	-7	-11	-3
[10] Cc1ccc(CNC(=O)C2CCC(=O)N(CC3CCCCC3)C2)o1 (stereo not drawn)
 : -2	-4	-14	3	0.5	2	-2	7	1
[11] COc1ccc(C(C(=O)NC2CCCCC2)N(C(=O)c2sc(C)nc2C)c2ccc(OC)cc2)cc1 (stereo not drawn)
 : -2	15	3	3	0.7	1	-3	2	-6
[12] CCOC(=O)[C@H]1[C@H]2COc3ccc(Cl)cc3[C@@H]2N2C(=O)c3ccc(F)cc3NC(=O)[C@@]12C
 : -2	-3	0	14	3.7	0	-2	6	8
[13] COC(=O)CCc1c(COC(C)=O)[nH]c(C(=O)OCc2ccccc2)c1C
 : -4	0	-12	11	1.1	4	-4	-5	-1
[14] CC1(C)CC(=O)C2=C(C1)NC(=O)NC2c1ccc([N+](=O)[O-])cc1 (stereo not drawn)
 : 0	3	1	-5	-0.1	1	2	2	-6
[15] O=C(CCN1C(=O)c2ccc([N+](=O)[O-])cc2C1=O)Nc1cccc(O)c1
 : 0	-5	0	-4	1.3	-1	-2	-2	-2

Other entries:
Results follow in this order: TPT1 inh	PAFAH2 FP inh	proCasp7 act	core dimer inh	PP5 primary	AHR act	Fh CTSL1 inh	proCasp3 act	PP1 counter
[16] CCOC(=O)Cn1nc(-c2ccccc2)c2cnc3ccc(CC)cc3c21
 : 0	5	13	14	3.4	4	1	2	10
[17] COc1ccc(C2NC(=S)NC3=C2N2CCC3CC2)cc1 (stereo not drawn)
 : -5	0	-4	0	-0.7	5	-6	0	-4
[18] CCCC(C)NC(=O)CN1C(=O)c2cccc3cccc1c23 (stereo not drawn)
 : -4	6	-1	-2	0.2	2	3	6	-3
[19] CCOC(=O)C1C(=O)C(C(=O)OCC)C(c2cccnc2)NC1c1cccnc1 (stereo not drawn)
 : -6	5	-5	-3	-0.5	1	-2	4	-3
[20] OC(c1ccccc1)C(CN1CCOCC1)c1ccccc1 (stereo not drawn)
 : 0	0	2	-4	-0.1	-3	-4	6	-1
[21] O=C(NC1CCCC1)C(c1cccs1)N(CC1CCCO1)C(=O)Cc1cccs1 (stereo not drawn)
 : -2	-6	-3	7	1.1	3	2	2	3
[22] O=C(COC(=O)/C=C/c1cccs1)NC1CC1
 : 0	41*	-3	-3	-1.3	1	1	-1	12
[23] Cc1ccc(C(=O)COc2nc(C)cc(C)c2C#N)cc1
 : -2	-2	-10	-3	-2.8	46	-2	4	-1
[24] CCC(C(=O)Nc1cccnc1)c1ccccc1 (stereo not drawn)
 : 0	0	-1	-1	-0.5	6	-1	5	-4
[25] Cc1ccc(N(C(=O)CNC(=O)c2ccco2)C(C(=O)NC2CCCC2)c2ccncc2)cc1C (stereo not drawn)
 : 0	-3	-3	-3	0.6	5	4	3	-1
[26] CCN(CC)S(=O)(=O)c1cc(C(=O)OCC(=O)Nc2cccc(Br)c2)ccc1F
 : 0	32*	1	8	1.6	7	5	6	3
[27] CCOC(=O)N1CCN(C(=O)CSc2nnc(-c3cc(OC)cc(OC)c3)o2)CC1
 : 6	9	1	-3	-0.1	14	-1	-2	0
[28] O=C(NC1CC1)c1cc(Cl)ccc1[N+](=O)[O-]
 : 2	4	-4	-4	0.8	-2	0	1	2
[29] O=C(C1CCCN(S(=O)(=O)c2cc(Cl)ccc2Cl)C1)N1CCOCC1 (stereo not drawn)
 : 1	0	-1	3	1.1	3	6	5	0
[30] CCOc1ccc(C2CC(=O)N(Nc3ccc([N+](=O)[O-])cc3[N+](=O)[O-])C2=O)cc1 (stereo not drawn)
 : -4	-1	8	0	-0.3	-1	6	5	0

(further entries)
Results follow in this order: TPT1 inh	PAFAH2 FP inh	proCasp7 act	core dimer inh	PP5 primary	AHR act	Fh CTSL1 inh	proCasp3 act	PP1 counter
[31] CC(=O)Nc1ccc(CN2CCc3c([nH]c4ccccc34)C2c2ccccn2)cc1 (stereo not drawn)
 : -2	3	0	-10	6.1	13	1	6	-1
[32] Cc1ccc(-c2nc3c(c(=O)c4ccccc4n3C)c(=O)n2-c2ccc(F)cc2)cc1
 : -2	-1	-4	6	1.9	11	-5	-8	-1
[33] O=c1c(-c2ccco2)[n+]([O-])c2ccccc2n1OCc1ccccc1[N+](=O)[O-]
 : 7	5	8	-3	3.8	41	9	-6	4
[34] CCOc1ccc(N(C(C)C(=O)NN=C2CCCCCCC2)S(C)(=O)=O)cc1 (stereo not drawn)
 : 1	-13	5	-2	1.4	3	-2	3	-2
[35] O=C1CC(C(=O)Nc2ccc(F)c(Cl)c2)N=C(N2CCCCC2)N1 (stereo not drawn)
 : 1	-5	8	2	-3.4	0	1	-2	2
[36] CCOC(=O)C1CCN(Cc2cnc(Oc3ccc(Cl)cc3C)s2)CC1
 : -6	6	17	-1	1.9	2	0	9	-1
[37] Cc1ccc2nnn(Cc3cccc(C(C)(C)C)c3O)c2c1
 : -3	0	1	2	4.2	5	1	-2	2
[38] O=C(CNC(=O)c1ccc(Br)cc1)c1ccc(Br)cc1
 : 1	-6	-1	13	-0.9	-3	5	-1	-1
[39] CC1CCN(S(=O)(=O)c2cccc(C(=O)NCc3ccco3)c2)CC1
 : -2	6	8	3	-1.2	1	-3	1	-1
[40] COc1cccc(/C=N/n2c(=S)n(C)c3cc(C)c(C)cc32)c1OC
 : 0	-1	-2	7	-2.0	6	5	0	-1
[41] Cc1ccc(C(=O)O)cc1NS(=O)(=O)c1ccc2ccccc2c1
 : -2	4	2	11	2.7	4	-6	-2	0
[42] COc1ccc(CNC(=O)[C@H](C)N2C(=O)N3CCc4c([nH]c5ccc(OC)cc45)[C@@]3(C)C2=O)cc1
 : 0	9	-10	1	-0.7	1	2	7	-3
[43] CCOC(=O)N1CCC(NC(=O)c2oc3c(c2C)-c2[nH]ncc2CC3)CC1
 : 5	8	-1	1	1.0	0	2	1	0
[44] COc1ccc(C)cc1NC(=O)CN(c1ccc(C)cc1)S(C)(=O)=O
 : -7	3	2	-1	1.1	14	2	2	0
[45] COCCOc1cc(COC)nc(-c2cccc(C)c2)n1
 : 2	.	-1	0	4.2	4	3	-2	-2

Going on with the list.
Results follow in this order: TPT1 inh	PAFAH2 FP inh	proCasp7 act	core dimer inh	PP5 primary	AHR act	Fh CTSL1 inh	proCasp3 act	PP1 counter
[46] O=C(Nc1cc(C(=O)N2CCN(c3ccccc3O)CC2)ccc1Cl)c1cccs1
 : 3	6	-2	13	1.6	4	1	3	-2
[47] CC(O/N=C/c1ccccc1OC(F)F)C(=O)Nc1cccc(S(=O)(=O)N2CCOCC2)c1 (stereo not drawn)
 : 0	-3	10	-2	4.9	3	-5	0	9
[48] CC1(C)CC(=O)c2c(nn(-c3ccccc3)c2N)C1
 : 0	-9	1	-5	2.3	2	0	-3	0
[49] Cc1coc(C)c1C(=O)CC1(O)C(=O)N(CCc2ccccc2)c2ccccc21 (stereo not drawn)
 : 5	-9	6	7	7.3	17	-1	-4	1
[50] Cc1nc(-c2cc(-c3nc(-c4ccc(C(F)(F)F)cc4)no3)no2)cs1
 : 0	-5	1	-5	-2.1	-2	-1	-4	-4
[51] Cc1c(Cl)cccc1NC(=O)CSc1nnc(C)n1CC1CCCO1 (stereo not drawn)
 : -1	11	4	0	1.8	1	-1	4	0
[52] Cc1ccc(NC(=O)c2noc3c2CCCCC3)cc1
 : 2	-2	-3	-2	2.6	38	1	5	-1
[53] CN(C1CCCCC1)S(=O)(=O)c1ccc(SCC(=O)NC(C)(C)C)nc1
 : .	2	-17	.	1.6	0	.	-2	1

Structures from the list above with four or more nitrogen atoms:
Results follow in this order: TPT1 inh	PAFAH2 FP inh	proCasp7 act	core dimer inh	PP5 primary	AHR act	Fh CTSL1 inh	proCasp3 act	PP1 counter
[8] O=C(COc1ccccc1F)NNC(=O)c1ccc(N2CCCCC2)c([N+](=O)[O-])c1
 : 1	-2	4	-2	4.3	2	-31	-9	1
[25] Cc1ccc(N(C(=O)CNC(=O)c2ccco2)C(C(=O)NC2CCCC2)c2ccncc2)cc1C (stereo not drawn)
 : 0	-3	-3	-3	0.6	5	4	3	-1
[27] CCOC(=O)N1CCN(C(=O)CSc2nnc(-c3cc(OC)cc(OC)c3)o2)CC1
 : 6	9	1	-3	-0.1	14	-1	-2	0
[30] CCOc1ccc(C2CC(=O)N(Nc3ccc([N+](=O)[O-])cc3[N+](=O)[O-])C2=O)cc1 (stereo not drawn)
 : -4	-1	8	0	-0.3	-1	6	5	0
[31] CC(=O)Nc1ccc(CN2CCc3c([nH]c4ccccc34)C2c2ccccn2)cc1 (stereo not drawn)
 : -2	3	0	-10	6.1	13	1	6	-1
[35] O=C1CC(C(=O)Nc2ccc(F)c(Cl)c2)N=C(N2CCCCC2)N1 (stereo not drawn)
 : 1	-5	8	2	-3.4	0	1	-2	2
[42] COc1ccc(CNC(=O)[C@H](C)N2C(=O)N3CCc4c([nH]c5ccc(OC)cc45)[C@@]3(C)C2=O)cc1
 : 0	9	-10	1	-0.7	1	2	7	-3
[43] CCOC(=O)N1CCC(NC(=O)c2oc3c(c2C)-c2[nH]ncc2CC3)CC1
 : 5	8	-1	1	1.0	0	2	1	0
[50] Cc1nc(-c2cc(-c3nc(-c4ccc(C(F)(F)F)cc4)no3)no2)cs1
 : 0	-5	1	-5	-2.1	-2	-1	-4	-4
[51] Cc1c(Cl)cccc1NC(=O)CSc1nnc(C)n1CC1CCCO1 (stereo not drawn)
 : -1	11	4	0	1.8	1	-1	4	0
